PGE2 EP2 inh = EP2 receptor (human) inhibition | C6 glioma cells expressing human EP2, cAMP TR-FRET; cells stimulated with saturating PGE2 | inhibition, % at 25 µM | 0.52% of 260,000 active | AID 1422;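 active means percent inhibition above 40 after rounding to a whole number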;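 further: rat C6 glioma host cells with rolipram phosphodiesterase inhibitor present; the protocol text gives 20 µM as final concentration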
Target sequence (P43116 whole entry, looked up): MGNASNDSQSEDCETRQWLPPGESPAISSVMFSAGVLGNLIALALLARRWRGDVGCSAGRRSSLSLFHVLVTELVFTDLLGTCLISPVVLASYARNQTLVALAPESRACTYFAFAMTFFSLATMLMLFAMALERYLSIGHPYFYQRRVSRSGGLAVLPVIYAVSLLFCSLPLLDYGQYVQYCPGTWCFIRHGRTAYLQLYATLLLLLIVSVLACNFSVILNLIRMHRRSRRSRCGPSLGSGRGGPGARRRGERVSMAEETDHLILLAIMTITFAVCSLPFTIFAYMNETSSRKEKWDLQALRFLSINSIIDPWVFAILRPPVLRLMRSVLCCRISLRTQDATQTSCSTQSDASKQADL
The depositor's hits bear a star; & = joins results of further samples. These rows are one share of the data; the hit share may differ from the screen's.

SMILES | PGE2 EP2 inh
COc1ccc2[nH]c(=O)c(CN(C(C)=O)c3ccc(C)cc3C)cc2c1 | 11
Cc1cc(NS(=O)(=O)c2ccc(NC(=O)COc3ccc(Cl)c(C)c3)cc2)no1 | 6
Cc1cc(C)c(S(=O)(=O)N2CCC(C(=O)NCCO)CC2)c(C)c1 | 15
C[C@@]12CC[C@H]3c4ccc(OCC(=O)O)cc4CC[C@@H]3[C@H]1CCC2=O | 11
O=C(O)CNC(=O)c1cc(=O)[nH]c(=O)[nH]1 | 9
O=C1c2ccccc2-c2c(NCCc3ccccc3)c(=O)[nH]c3cccc1c23 | 10
COc1ccc(NC(=O)N(CCCN2CCOCC2)Cc2cc3cccc(C)c3[nH]c2=O)cc1 | 7
O=C(Cn1c(SCC(=O)Nc2nccs2)nc2ccccc21)NCc1ccccc1 | 8
Cc1cc(C)c2[nH]c(=O)c(CN(CC3CCCO3)C(=O)Nc3cccc(Cl)c3)cc2c1 (configuration not stated) | 5
CC(=O)Nc1ccc(NC(=O)CSc2cc(C)c3ccc(C)c(C)c3n2)cc1 | 12
Nc1ccc(C(=O)O)cc1 | 14&10
O=C(Nc1ccccc1F)N1CCC(NC(=O)C23CC4CC(CC(C4)C2)C3)CC1 | 21
COc1ccc(-c2coc3cc(O)ccc3c2=O)c(O)c1O | 13
Cc1ccc2ccccc2c1CSc1nc(N)nc2c1ncn2CC(C)C | 57*
O=C(CN(C(=O)CCC(=O)Nc1ccccn1)C1CCCCC1)NCc1ccc(F)cc1 | 9
CCn1c(=O)oc2cc(S(=O)(=O)N3CCCN(C(C)=O)CC3)c(Cl)cc21 | 5
CCC(C)N1CCN(S(=O)(=O)c2ccc(C)cc2)CC1 (configuration not stated) | 2
Cc1ccc(C(=O)NC(C)c2n[nH]c(=S)n2C)cc1 (configuration not stated) | 14
Cc1ccc(C2(C(=O)NCCc3nc(-c4ccncc4)n[nH]3)CCCCC2)cc1 | 7
O=C(O)C/C=C/CC(=O)O | 15
CCOC(=O)C(=O)Nc1sc(C(=O)Nc2ccc(C)c(Cl)c2)c(C)c1C(=O)OC | 8
CC1CCN(c2nc3c(c(=O)[nH]2)CCN(Cc2cccc(Cl)c2)C3)CC1 | 7
CCC(C)(C)n1nnnc1C(c1cc2cc(C)ccc2[nH]c1=O)N(Cc1cccnc1)Cc1ccco1 (configuration not stated) | 12
Cc1cc(C)c2cc(CN(Cc3ccco3)S(=O)(=O)c3ccc(Cl)cc3)c(=O)[nH]c2c1 | 8
Cc1cc2cc(C(c3nnnn3C(C)(C)C)N3CCN(Cc4ccccc4)CC3)c(=O)[nH]c2cc1C (configuration not stated) | 91*

Part of the list above in order of formula weight, low to high:
SMILES | PGE2 EP2 inh
Cc1ccc(C(=O)NC(C)c2n[nH]c(=S)n2C)cc1 (configuration not stated) | 14
CCC(C)N1CCN(S(=O)(=O)c2ccc(C)cc2)CC1 (configuration not stated) | 2
C[C@@]12CC[C@H]3c4ccc(OCC(=O)O)cc4CC[C@@H]3[C@H]1CCC2=O | 11
COc1ccc2[nH]c(=O)c(CN(C(C)=O)c3ccc(C)cc3C)cc2c1 | 11
Cc1cc(C)c(S(=O)(=O)N2CCC(C(=O)NCCO)CC2)c(C)c1 | 15
O=C1c2ccccc2-c2c(NCCc3ccccc3)c(=O)[nH]c3cccc1c23 | 10
CC1CCN(c2nc3c(c(=O)[nH]2)CCN(Cc2cccc(Cl)c2)C3)CC1 | 7
Cc1ccc2ccccc2c1CSc1nc(N)nc2c1ncn2CC(C)C | 57*
Cc1ccc(C2(C(=O)NCCc3nc(-c4ccncc4)n[nH]3)CCCCC2)cc1 | 7
O=C(Nc1ccccc1F)N1CCC(NC(=O)C23CC4CC(CC(C4)C2)C3)CC1 | 21
Cc1cc(NS(=O)(=O)c2ccc(NC(=O)COc3ccc(Cl)c(C)c3)cc2)no1 | 6
Cc1cc(C)c2[nH]c(=O)c(CN(CC3CCCO3)C(=O)Nc3cccc(Cl)c3)cc2c1 (configuration not stated) | 5
O=C(CN(C(=O)CCC(=O)Nc1ccccn1)C1CCCCC1)NCc1ccc(F)cc1 | 9
Cc1cc2cc(C(c3nnnn3C(C)(C)C)N3CCN(Cc4ccccc4)CC3)c(=O)[nH]c2cc1C (configuration not stated) | 91*
CCC(C)(C)n1nnnc1C(c1cc2cc(C)ccc2[nH]c1=O)N(Cc1cccnc1)Cc1ccco1 (configuration not stated) | 12

Other entries:
SMILES | PGE2 EP2 inh
Cc1cc(C)c2[nH]c(C(=O)NCCc3nc(-c4ccccc4)no3)c(C)c2c1 | 10
O=C(C1=C(O)C(=O)N(CC2CCCO2)C1c1ccc(Cl)cc1Cl)c1ccco1 (configuration not stated) | 20
COCCNc1nc(C)cc(-c2cc(C(=O)Nc3ccccc3)on2)n1 | 7
CCCNC(=O)c1ccc(-c2nn(C)c(=O)c3ccccc23)cc1 | 14
Cc1cc(C)c2[nH]c(=O)c(C(c3nnnn3Cc3ccc(F)cc3)N3CCCCC3)cc2c1 (configuration not stated) | 21
C=C1C(C(=O)Nc2ccc3c(c2)OCCO3)C1C(=O)Nc1ccc2c(c1)OCCO2 (configuration not stated) | 14
O=C(OCC#CCSc1nc2ccccc2o1)C1=CC2C=CC=CC2OC1=O (configuration not stated) | 8
CC(=O)c1cccc(S(=O)(=O)N2CCCC(c3nc(-c4cccs4)no3)C2)c1 (configuration not stated) | 29
CC(NCCCN(C)C)C(=O)N1C(C)CCCC1C (configuration not stated) | 9
Cn1c(=O)[nH]c(=O)c2c1nc(Sc1ncccn1)n2CCc1ccccc1 | 5
CCCOc1ccc(-c2csc(NC(C)=O)n2)cc1 | 11
Cc1csc(NC(C)c2nc3cc(Cl)c(Cl)cc3n2CCCO)n1 (configuration not stated) | 8
COC(=O)c1c(NC(=O)CCC(=O)O)sc2c1CCC2 | 7
COc1ccccc1NC(=O)CSc1n[nH]c(-c2ccco2)n1 | 10
CCc1ccccc1N1CC(O)=C(c2nc3ccccc3s2)C1=N | 11
O=S(=O)(NCc1ccc2c(c1)OCO2)c1ccc(S(=O)(=O)NCC2CCCO2)cc1 (configuration not stated) | 10
CCn1c(CSc2nc(C)cc(C)n2)nnc1SC(C)C(=O)Nc1ccccc1C (configuration not stated) | 13
CCOc1ccc2[nH]c(=O)c(CN(CCN(C)C)C(=O)Nc3ccc(Cl)cc3)cc2c1 | 21
COc1ccc(C(C)NC(=O)Cn2c(-c3cccs3)cc3cccnc32)cc1OC (configuration not stated) | 9
CCOC(=O)CNC(=O)CSc1nc2sc3c(c2c(=O)[nH]1)CCCC3 | 6
CCN1CCN(C(=O)CN(c2ccc(Oc3ccccc3)cc2)S(C)(=O)=O)CC1 | 9
COC(=O)c1ccc(NC(=O)CSc2nnc3c(n2)[nH]c2ccccc23)cc1 | 5
O=C(Nc1cccc(Cl)c1)N1CCC(c2nc3ccc(Cl)cc3[nH]2)CC1 | 8
COc1ccc(-c2ccccc2)cc1NC(=O)c1cccs1 | 12
COc1ccc(CNC(=O)C2(CC3CC(c4ccccc4)=NO3)CCNCC2)cc1 (configuration not stated) | 17
Additional records
SMILES | PGE2 EP2 inh
Cc1ccc(F)cc1NC(=O)Cn1nc(-c2ccco2)cc(N)c1=O | 6
Nc1ccc2nsnc2c1Cl | 9
CS(=O)(=O)N1CCc2cc(C(N)=O)ccc21 | 11
CCOC(=O)Cc1csc(NC(=O)CSc2nc(C(C)C)nc3sc(C)c(C)c23)n1 | 5
CCC(C)NC(=O)C1CCCN(S(=O)(=O)c2ccc(C)c(Cl)c2)C1 (configuration not stated) | 14
O=C(Nc1ccccc1Cl)NC1CCS(=O)(=O)C1 (configuration not stated) | 11
COCCNCC(=O)Nc1ncc(C)s1 | 20
COCCCN1C(=O)C(O)=C(C(C)=O)C1c1cccnc1 (configuration not stated) | 5
COC(=O)c1ccccc1NC(=O)CSc1nnc2c(C)cc3cc4c(cc3n12)OCCO4 | 8
COc1ccc(N2CCN(Cn3nc4c5ccccc5ncn4c3=O)CC2)cc1 | 8
COc1cccc(/C(O)=C2/C(=O)C(=O)N(CCCN3CCOCC3)C2c2cccs2)c1 (configuration not stated) | 12
Cc1cccc(NC(=S)N(Cc2cc3ccc(C)c(C)c3[nH]c2=O)CC2CCCO2)c1 (configuration not stated) | 9
CCc1ccc2[nH]c(=O)c(CN(Cc3ccc(F)cc3)C(c3nnnn3C(C)(C)C)C(C)C)cc2c1 (configuration not stated) | 12
CCn1c(SC)nc2c1c(=O)[nH]c(=O)n2C | 8
Cc1ccc(-c2nc(-c3ccncc3)no2)cc1 | 10
O=C(NNC(=O)C1CCCCC1)c1ccncc1 | 9
COc1ccc(N2CCN(C(=O)C3CCN(C(=O)c4ccccc4Cl)CC3)CC2)cc1 | 9
C=CCn1c(N2CCC(C(=O)Nc3ccc4c(c3)OCCO4)CC2)nc2ccccc21 | 7
CCOCc1nnc(NC(=O)c2ccc(Cl)cc2Cl)s1 | 9
COc1ccc(-c2cc(-c3cccs3)c(C#N)c(SCC(=O)NC3CC3)n2)cc1 | 11
Nc1cc(-c2ccco2)nn(CC(=O)N(C2CCCCC2)C2CCCCC2)c1=O | 3
Cc1ccc2nc(-c3ccc(SCC(=O)NC4CCCCC4)nc3)[nH]c2c1 | 17
Cc1cccc(C2(O)CCN(CC(O)c3ccccc3)CC2)c1 (configuration not stated) | 8
NS(=O)(=O)c1cc(C(=O)O)c(Cl)c([N+](=O)[O-])c1Cl | 11
CCOc1ccc(/C=C/c2[nH]c(=O)[nH]c(=O)c2[N+](=O)[O-])cc1OCC | 3
Next section.
SMILES | PGE2 EP2 inh
[C-]#[N+][C@H](O[C@@H]1O[C@H](CO)[C@@H](O)[C@H](O)[C@H]1O)c1ccccc1 | 15
COc1ccc(Cc2nnc(NC(=O)CCC3CCCCC3)s2)cc1OC | 9
Brc1nnc(Br)s1 | 7
CCN1CCN(c2ccc(NC(=O)c3cccc(OC)c3)cc2Cl)CC1 | 7
C=CCOc1c(Cl)cc(C2C(C#N)=C(N)OC3=C2C(=O)CC(C)(C)C3)cc1OCC (configuration not stated) | 31
Cn1cnc2c1c(=O)[nH]c(=O)n2CCO | 15
NC(=O)CSc1nnc(-c2ccco2)n1Cc1ccco1 | 6
CN(C)C[C@H]1CCC2=C(C1=O)C(c1ccc(Cl)c(Cl)c1)C1=C(CC[C@H](CN(C)C)C1=O)O2 | 55*
O=C(CCCN1CCCC1=O)Nc1ccc(-c2cn3c4c(nnc3n2)CCCC4)cc1 | 8
CCn1c(COc2ccccc2C)nnc1SCC(=O)N1CCCCC1C (configuration not stated) | 4
COC(=O)CSc1cc(C)c2ccccc2n1 | 12
CCc1cc2ccc(C)cc2nc1SCC(=O)NNC(=O)c1ccccc1 | 6
C=Cn1c(C(=O)O)cc2c1CCCC2 | 8
CCC(C)C(=O)OC1[C@@H]2CC3=C4CC(=O)O[C@@H](c5ccoc5)[C@]4(C)CCC3C(C)(C2=O)[C@@H](CC(=O)OC)C1(C)C (some centres not stated) | 14
CC(=O)Nn1c(C)nc2ccccc2c1=O | 18
Cc1ccc(C2(O)CCN(Cc3cccc(OCc4cccnc4)c3)CC2)cc1 | 6
O=C1OC(Nc2cccc3ccccc23)c2ccccc21 (configuration not stated) | 9
CC1Cc2ccccc2N1C(=O)CSc1nnc(NC(=O)C2CC2)s1 (configuration not stated) | 8
Cc1nc(NC(=O)c2ccccc2Cl)sc1C(=O)N1CCOCC1 | 8
COc1ccc(C(=O)Nc2ccccc2N2CCN(C(=O)C(C)C)CC2)cc1OC | 15
CC(=O)NC1CC2CCCC(C1)N2CC(=O)Nc1ccc(N(C)C)cc1 (configuration not stated) | 11
O=C(Nc1nnc(-c2ccncc2)s1)c1ccccc1 | 14
CCOc1cccc(/C(O)=C2/C(=O)C(=O)N(CCCOC)C2c2cccnc2)c1 (configuration not stated) | 15
CCn1c(CSc2nc(C)cc(C)n2)nnc1SCC(=O)Nc1ccc(OC)cc1 | 7
CCC(=O)NNC(=O)CSc1nnc2c3c4c(sc3nc(C(C)C)n12)CC(C)CC4 (configuration not stated) | 10
Additional results follow.
SMILES | PGE2 EP2 inh
CCCOC(=O)C(C)n1cnc2scc(-c3ccccc3)c2c1=O (configuration not stated) | 6
CCCc1nc2cc(NC(=O)Cn3cnc4sc(C)cc4c3=O)ccc2n1C | 9
CCCc1cc(C(=O)NC(C)c2nc(-c3ccccc3C)no2)n[nH]1 (configuration not stated) | 6
Cc1ccc(CN(CCCn2ccnc2)Cc2cccn2-c2ccccn2)o1 | 3
Cc1cc(CN(CCN2CCOCC2)Cc2cccnc2)c(C)n1-c1ccccc1F | 6
Cc1cccc(C)c1NC(=O)NC1(C(=O)N2CCCC2)CCCCC1 | 6
CC(=O)c1cccc(NC(=O)CSc2nc(-c3cccs3)cc(C(F)(F)F)n2)c1 | 11
CN1C(=O)C2CCCN2S(=O)(=O)c2ccccc21 (configuration not stated) | 5
CCn1c(SCC(=O)Nc2ccc(C)c(C)c2)nnc1-c1ccco1 | 18
CC1CCCN(S(=O)(=O)c2ccc(N)cc2)C1 (configuration not stated) | 11
CC1CC(C)CN(CC(O)c2ccc3c(c2)CC(C)N3S(C)(=O)=O)C1 (configuration not stated) | 10
C=CCn1c(C(NC(=O)c2cccc(C)c2)C(C)C)n[nH]c1=S (configuration not stated) | 14
CC1(C)Oc2ccc(C(=O)Nc3ccc(F)c(Cl)c3)cc2N(CC(=O)N2CCOCC2)C1=O | 14
CC1(C)N=C(N)N=C(N)N1c1cccc(OCc2cccc([N+](=O)[O-])c2)c1 | 47*
C=CC[N+]1(CC#Cc2ccc(C)cc2)CCCCC1 | 9
C=CCOC(=O)C1=C[C@H](c2csc3ccccc23)C[C@H](OCc2ccc(CO)cc2)O1 | 15
O=C(Cn1ccc2ccc(F)cc21)NCc1noc(-c2ccccc2)n1 | 7
COCc1c(C(C)C)nc(C(C)C)c(/C=C/[C@@H](O)C[C@@H](O)CC(=O)O)c1-c1ccc(F)cc1 | 18
CCc1ccc(CCC(=O)Nc2ccc(Cl)cc2)o1 | 6
CCOC(=O)C(CCSC)Nc1nc(Cl)nc(Nc2ccc(Cl)cc2)n1 (configuration not stated) | -2
CC1(C(=O)Nc2ccc(Cl)cc2Cl)Cc2ccccc2C(=O)O1 (configuration not stated) | 10

High-throughput results (PubChem)
